From PubChem BioAssay
NALP3 yeast inh: NALP3 inhibition in yeast; inhibition, % at 10 µM; 0.39% of 330,000 active; Yeast reconstituted NLRP3/ASC/caspase-1, beta-gal luminescence, 24 h;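 active = inhibition of 50% or more; inactive = inhibition below 50%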;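 note: plate controls were induced DMSO wells for no effect and uninduced yeast grown without galactose for full effect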
hIAP act: human IAP activation; activation factor at 10 µM; 0.16% of 330,000 active; AID 2524; purified human IAP, CDP-Star luminescence, 30 min; hits give high values; 1 = vehicle-only enzyme, 0 = enzyme-free background;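 active = activation factor of the enzyme at least 2-fold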; note: the source names both 10 and 20 µM as test concentration; values of inactives mirror those of a sister screen read the other way
APOBEC3G inh: inhibitors of human APOBEC3G DNA deaminase | Q9HC16 | recombinant A3G, ssDNA deamination FAM/TAMRA fluorescence | inhibition, % at 20 µM | 0.28% of 330,000 active;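 active = inhibition of at least 40% at 20 µM, with no more than 30% in the related APOBEC3A deaminase screen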;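 note: plate controls were DMSO wells with A3G for no effect and wells lacking A3G enzyme for full effect; some compounds called inactive have numbers as strong as hits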
Target sequence (Q9HC16 whole entry, looked up): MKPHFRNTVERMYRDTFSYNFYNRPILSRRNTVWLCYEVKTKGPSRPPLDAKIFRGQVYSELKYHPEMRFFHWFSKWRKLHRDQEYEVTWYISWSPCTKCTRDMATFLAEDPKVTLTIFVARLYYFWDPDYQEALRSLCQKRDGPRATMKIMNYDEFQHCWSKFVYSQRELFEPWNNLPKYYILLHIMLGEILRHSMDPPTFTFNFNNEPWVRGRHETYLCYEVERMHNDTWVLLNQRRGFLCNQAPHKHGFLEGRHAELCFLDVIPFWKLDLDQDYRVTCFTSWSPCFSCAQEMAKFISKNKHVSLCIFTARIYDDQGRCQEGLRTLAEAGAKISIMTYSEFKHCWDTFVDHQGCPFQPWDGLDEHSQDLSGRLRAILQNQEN
hIAP block: blocks human intestinal alkaline phosphatase | P09923 | purified IAP, CDP-Star luminescence, 30 min | inhibition, % at 10 µM | 0.12% of 330,000 active;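 active = inhibition reaching a set limit with compound at 10 µM in the primary screen, cut at about 35% in these data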;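 note: plate controls were DMSO wells with enzyme for no effect and no-enzyme buffer wells for full effect; values of inactives mirror those of a sister screen read the other way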
SENP1 FRET inh: blocks the human SENP1 SUMO protease catalytic domain; Q9P0U3; recombinant SENP1 catalytic domain, CyPet-SUMO1-YPet FRET cleavage; inhibition, % at 10 µM; 0.21% of 360,000 active; AID 624204;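 active = inhibition at least 30% at 10 µM, raw YFP signal under a set limit, fluorescence ratio 0.5 to 1.5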;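 note: 0% = enzyme with DMSO and 100% = no enzyme wells; some results filed as inactive read as strong as hits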
Target sequence (Q9P0U3 419-644 limits assumed): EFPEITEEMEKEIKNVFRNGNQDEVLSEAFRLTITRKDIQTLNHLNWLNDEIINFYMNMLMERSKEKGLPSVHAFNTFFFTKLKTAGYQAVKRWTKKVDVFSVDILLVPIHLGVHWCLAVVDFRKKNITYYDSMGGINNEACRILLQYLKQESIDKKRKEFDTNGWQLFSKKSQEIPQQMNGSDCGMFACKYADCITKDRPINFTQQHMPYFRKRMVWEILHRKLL
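Controls: no-enzyme wells low, DMSO-plus-enzyme wells high control. Test system: human recombinant His6-tagged SENP1 catalytic domain enzyme. Reagent: SFCypet-SUMO1-SFYpet FRET protein substrate, 25 nM final. Doses: one dose per compound, 10 µM, 0.5% DMSO. Detection: FRET, CFP and YFP emission. Timing: 50 min reaction at room temperature.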
mIAP inh: mouse IAP inhibition | inhibition, % at 10 µM | 0.2% of 330,000 active | purified mouse IAP, CDP-Star luminescence, 30 min;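 active = inhibition of at least 40% at 10 µM in the primary screen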;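 note: plate controls were DMSO with enzyme for no effect and no enzyme wells for full effect; values of inactives mirror those of a sister screen read the other way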
MIN6 prolif: inducers of beta-cell replication in MIN6 cells. MIN6 cells proliferation, ATPlite luminescence, 48 h; cells starved in 0.2% serum; 100% = growth in 10% serum. proliferation, % at 10 µM. 0.29% of 330,000 active;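 active = compounds whose signal lies at least 3.5 SD above the mean of all wells on their plate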;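 note: 0% = DMSO-treated cells in low-serum medium and 100% = 10% serum control; some compounds called inactive have numbers as strong as hits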
A3A deaminase: human APOBEC3A DNA deaminase inhibition; P31941; recombinant A3A, FAM/TAMRA ssDNA deamination fluorescence; inhibition, % at 20 µM; 0.41% of 330,000 active; AID 493011;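 active = at least 40% inhibition at 20 µM here, with at most 30% in a related deaminase screen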;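 note: plate controls were A3A with DMSO for no effect and wells lacking A3A enzyme for full effect; some results filed as inactive read as strong as hits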
Target sequence (P31941 whole entry, looked up): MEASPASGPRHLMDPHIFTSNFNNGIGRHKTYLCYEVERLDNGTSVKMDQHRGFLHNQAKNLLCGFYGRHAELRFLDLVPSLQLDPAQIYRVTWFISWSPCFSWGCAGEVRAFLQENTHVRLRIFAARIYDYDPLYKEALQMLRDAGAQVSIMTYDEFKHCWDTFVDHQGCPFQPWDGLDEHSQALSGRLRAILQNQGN
mIAP act: mouse IAP activation; activation factor at 10 µM; muIAP, CDP-Star luminescence, 30 min; hits give high values; 1 = vehicle-only enzyme signal, 0 = enzyme-free wells; 0.24% of 330,000 active; AID 2805;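 active = activation factor of at least 2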; note: the source names both 10 and 20 µM as test concentration; values of inactives mirror those of a sister screen read the other way
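System: mouse IAP enzyme. Reagent: CDP-Star chemiluminescent phosphatase substrate. Benchmarks: DMSO wells, no-enzyme wells. Times: 30 min enzyme-substrate-compound incubation at room temperature. Detection: luminescence from enzymatic CDP-Star hydrolysis. Doses: test compounds delivered from DMSO solution.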
* = called active by the depositor; nt = not tested or not shown. This is a subset; the hit share may differ from the screen's.

Each structure is followed by: NALP3 yeast inh	hIAP act	APOBEC3G inh	hIAP block	SENP1 FRET inh	mIAP inh	MIN6 prolif	A3A deaminase	mIAP act
CC1Cc2ccccc2N1C(=O)c1cnsn1 (stereo not given)
    13	1.1	-1	-7	0	2	-2	0	0.98
Cc1ccc(S(=O)(=O)N2CCC(C(=O)NCCCn3ccnc3)CC2)cc1
    15	1.2	-8	-16	1	0	0	-5	1
O=C(c1ccc(N2CCCC2=O)cc1)N1CCN(c2ccc(Cl)cc2)CC1
    4	0.96	-5	4	1	-3	0	-3	1
CN(C)/C=N/c1cc(=O)n(Cc2ccccc2)c(=O)n1C
    15	0.97	-6	3	2	-2	-2	-4	1
O=C(O)CCn1c(SCCc2ccccc2)nc2ccccc21
    12	0.87	-2	13	-2	-2	-3	1	1
CC1C/C(=C/c2ccccn2)C(=O)/C(=C/c2ccccn2)C1 (stereo not given)
    28	1.1	-3	-10	-14	1	-6	-1	0.99
CCN(CC)c1ccc(S(=O)(=O)N2CCCCC2)cc1NC(=O)C1CSC2(C)CCC(=O)N12 (stereo not given)
    9	0.98	1	2	-4	12	-7	-1	0.88
Cn1c(=O)n(C)c2cc(NC(=O)c3ccc(F)cc3)c(Br)cc21
    19	0.9	-5	10	0	-12	-1	-6	1.1
Cc1ccc(NC(=O)c2c(C(=O)Nc3ccccc3)sc3nc(C)cc(=O)n23)cc1
    13	0.88	-6	12	0	10	0	1	0.9
CC(=O)Nc1cccc(NC(=O)CSc2nccn2Cc2ccccc2)c1
    3	1.1	0	-10	-2	-6	1	-6	1.1
CN(C)CCCOc1cccc(Cl)c1
    12	1	-7	-1	2	13	0	-4	0.87
O=C(CN1CCC(n2nnc3cc(C(F)(F)F)ccc32)CC1)NCc1cccs1
    17	0.82	-4	18	-1	10	-1	-3	0.9
CCOc1ccc(Nc2cc(C)nc3nc(C)nn23)cc1
    0	0.95	-1	5	-2	-9	-4	-2	1.1
COc1cc(C)ccc1OCC(=O)Nc1ccccc1N1CCOCC1
    31	0.91	-5	10	1	0	9	-2	1
COc1ccc(NC(=O)c2sccc2OS(=O)(=O)N(C)C)cc1
    13	0.86	-4	14	-1	9	-2	-2	0.91
O=C(/C=C/c1ccccc1)NCC(=O)N/N=C\c1cccnc1
    -4	1	-1	-3	3	5	-1	1	0.95
CN(C)CCN(C(=O)CN1C(=O)c2ccccc2C1=O)c1nc2cc3c(cc2s1)OCO3
    -3	1.1	2	-10	3	6	6	3	0.94
Fc1ccccc1-c1nc2ccccc2[nH]1
    60*	1	-7	-2	2	1	-3	-1	0.99
O=c1oc(-c2cccs2)nc2ccc(Br)cc12
    13	1	-8	0	1	-8	-4	-4	1.1
O=C1c2ccccc2NC(c2ccc(-c3ccc(Br)cc3)o2)N1O (stereo not given)
    9	1.2	-3	-18	-18	4	-6	-1	0.96
COc1ccc(CCNC(=O)C2CCN(S(=O)(=O)c3cc(OC)ccc3OC)CC2)cc1
    17	1	-5	-1	-1	1	-2	-3	0.99
Cc1cc2nc(-c3cccnc3SCC(=O)NCc3ccco3)[nH]c2cc1C
    4	0.82	-6	18	-20	8	-5	3	0.92
C=CCn1c(Cc2c[nH]c3ccccc23)nnc1SCC(=O)NCc1ccccc1
    1	0.89	-1	11	0	2	2	-3	0.98
CCNC(=O)Cn1cc(C#N)c2ccccc21
    15	0.99	20	1	-3	-2	0	53*	1
CCC1(c2ccc(F)cc2)NC(=O)N(CC(=O)NCc2ccc(C)cc2)C1=O (stereo not given)
    -7	1.1	-10	-6	0	-8	0	-7	1.1
COc1ccc(S(=O)(=O)N2CCOCC2)cc1NC(=O)Cc1ccsc1
    10	0.99	-3	1	0	10	-3	17	0.9
CCOC(=O)C1=C(C)Nc2nc3ccccc3n2C1c1ccc(O)cc1 (stereo not given)
    -4	1.3	-2	-34	3	2	-2	0	0.98
COC(=O)C[C@H](NC(=O)Cn1cnc(C(=O)Nc2ccc(C)c(C)c2)n1)C(=O)OC
    nt	nt	1	nt	-2	-7	nt	2	1.1
COC(C[C@@H](O)C[C@@H](O)COCc1ccccc1)OC
    5	1.1	-4	-6	2	-7	-1	0	1.1
Nc1nc(SCC(=O)N2CCN(c3ccc(F)cc3)CC2)n[nH]1
    29	0.97	-5	3	1	-5	-2	-5	1.1
CC(=O)Nc1cccc(NC(=O)c2ccc(COc3ccccc3)cc2)c1
    10	0.99	0	1	1	4	0	25	0.96
Cc1ccc(C)c(S(=O)(=O)N2CCN(C(=O)[C@@H]3CCCN3C(=O)c3cccs3)CC2)c1
    11	0.99	-7	1	0	-6	0	-1	1.1
Cc1cc(C)nc(NS(=O)(=O)c2ccc(NC(=O)Cc3ccccc3F)cc2)n1
    5	0.92	-8	8	-2	0	0	3	1
Cc1nc2c(C(=O)NCc3ccccc3)c[nH]n2c(=O)c1Cl
    7	0.89	-9	12	0	3	2	-3	0.97
COCC(=O)NC(c1ccccc1)c1ccccc1
    -14	0.98	-5	2	0	3	-1	0	0.97
CCN(CC)c1nc(-c2ccccc2)nc2ccccc12
    18	0.95	-5	5	2	8	-2	-5	0.92
N=C(N)SCCc1cnc[nH]1
    1	1.1	-6	-14	-2	12	0	-3	0.88
C/C(=N\NS(=O)(=O)c1ccc([N+](=O)[O-])cc1)c1cccs1
    -1	1	-10	-3	0	-1	-2	0	1
CCOc1ccc(C(=O)CCC(=O)N2CCN(c3ccc(O)cc3)CC2)cc1
    11	1.2	10	-21	-1	-7	-6	-9	1.1
O=C1NC(=O)/C(=C/c2ccccc2Oc2ccc(Cl)cc2)S1
    -16	0.98	4	2	-1	1	-7	-1	0.99
O=C(N/N=C/c1cccc(OCc2ccccc2)c1)c1ccc(Br)cc1
    -13	0.91	-10	9	-2	9	-4	-3	0.91
Cc1cccc(C(=O)NCC(=O)NC2CCN(Cc3ccccc3)CC2)c1
    20	1.1	-12	-9	-4	1	0	-1	0.99
FC(F)(F)c1nnc2c(Sc3ccc(Cl)cc3)nc3ccccc3n12
    5	1.2	-5	-22	3	10	-6	-3	0.9
O=S(=O)(c1ccc(Cl)cc1)N1CCc2ccccc21
    2	0.81	-7	20	-22	-2	-5	30	1
C=CCN=C1NN=C(c2ccc3c(c2)OCCO3)CS1
    25	0.93	-2	7	-1	-4	-5	-1	1
Cc1ccc(S(=O)(=O)Nc2cc3c4c(c2)C(C)C(=O)N4CCC3)cc1 (stereo not given)
    10	0.95	-3	5	6	-4	-4	0	1
NS(=O)(=O)c1ccc(NC(=O)COC(=O)Cn2cnc3ccccc3c2=O)cc1
    0	1	8	-2	3	-3	-4	23	1
CCN(CC)S(=O)(=O)c1cccc(NC(=O)CCNC(=O)c2ccc([N+](=O)[O-])cc2)c1
    -3	0.89	-2	11	4	6	1	0	0.94
CC(=O)c1c(C)[nH]c(C(=O)N2c3ccccc3CC2C)c1C (stereo not given)
    19	1	2	-4	1	-9	-3	1	1.1
COCc1c(C(=O)NCCc2ccc(OC(F)F)cc2)oc2ccccc12
    12	1	-8	-3	1	11	-4	-5	0.89
CN1CCN(c2ccncc2S(=O)(=O)N2CCCCC2)CC1
    7	0.93	-6	7	0	-2	4	-3	1
CCOc1ccc(NS(=O)(=O)c2ccc3[nH]cc(C(=O)NCC4CCCO4)c(=O)c3c2)cc1 (stereo not given)
    -6	1	-2	-5	2	-7	1	1	1.1
COc1ccc(C2(O)CCN(Cc3nnnn3Cc3ccc(C)cc3)CC2)cc1
    10	1	2	-1	2	-12	-2	-2	1.1
COc1ccc(C(=O)NC(=S)Nc2ccc(Cc3ccncc3)cc2)cc1
    7	0.89	-4	11	0	8	-6	-4	0.92
OCCC1CN(Cc2ccc(Oc3ncccn3)cc2)CCN1CCc1ccccc1 (stereo not given)
    4	0.94	-8	6	-3	1	0	-2	0.99
COc1ccc(OCC2NCCc3cc(OC)c(OC)cc32)cc1 (stereo not given)
    12	1.1	4	-10	0	-6	-1	0	1.1
O=C(C1=NN[C@@H]2C(=O)N(Cc3ccccc3)C(=O)[C@H]12)c1ccc(F)cc1
    16	1.1	-10	-12	2	-13	-2	-5	1.1
CC(C(=O)N1CCCCC1)N1C(=O)c2ccccc2C1=O (stereo not given)
    10	0.91	-5	9	2	2	-3	1	0.98
Cc1ccc(OCc2nnc(NC(=O)OCC(C)C)s2)cc1
    22	1.4	1	-35	2	0	-5	-1	1
COc1ccc(C(=O)NC(=S)N2CCCC2)cc1
    12	0.98	-6	2	0	-7	-4	-2	1.1

Arranged by the number under hIAP act (highest first): some entries from above
canonical_smiles,hIAP act
O=C(C1=NN[C@@H]2C(=O)N(Cc3ccccc3)C(=O)[C@H]12)c1ccc(F)cc1,1.1
CC(=O)c1c(C)[nH]c(C(=O)N2c3ccccc3CC2C)c1C (stereo not given),1
OCCC1CN(Cc2ccc(Oc3ncccn3)cc2)CCN1CCc1ccccc1 (stereo not given),0.94

Following part
Each structure is followed by: NALP3 yeast inh	hIAP act	APOBEC3G inh	hIAP block	SENP1 FRET inh	mIAP inh	MIN6 prolif	A3A deaminase	mIAP act
CCOC(=O)c1c(C)[nH]c(C)c1C(=O)COC(=O)c1cc2ccccc2cc1OC
    7	0.95	0	5	1	-3	0	3	1
CCC(C)[C@H](NC(=O)NCCCn1ccnc1)C(=O)OC (stereo not given in full)
    1	1	-1	-2	2	9	0	1	0.91
O=C(COC(=O)c1nc(Cl)ccc1Cl)Nc1ccc(Cl)cn1
    8	0.94	-6	6	-4	-4	3	0	1
N#Cc1nc(-c2cccc(Cl)c2)oc1NCc1cccnc1
    11	1	-9	-3	-2	7	0	0	0.93
COc1ccc(-c2[nH]ncc2CN2CCC(O)(c3ccc(Cl)cc3)CC2)cc1
    2	1.1	-5	-10	2	6	0	-3	0.94
COc1cc(OC)c2c(C)cc(=O)oc2c1C(CCN1CCN(c2ccccc2)CC1)c1ccc2c(c1)OCO2 (stereo not given)
    8	0.99	-6	1	-1	7	-9	-1	0.93
NC(=O)COc1cccc(/C=N/NC(=O)c2ccc(-n3cccc3)cc2)c1
    0	0.95	4	5	-2	5	1	5	0.95
O=C(OCc1ccccc1)c1ccc2c(c1)-c1ccccc1C2=O
    6	0.89	-2	11	0	6	2	0	0.94
CCc1nnc(SCC(=O)NC2CCCC2)nc1CC
    -2	1.3	-2	-33	1	2	-2	1	0.98
CC1CC(C)CN(CCCNC(=O)C2CCN(c3ncnc4c3sc3cccc(F)c34)CC2)C1 (stereo not given)
    0	1	-4	-1	nt	-14	-6	4	1.1
CCC(C)NC(=O)c1cc(Cl)c(NC(=O)C2=C(C)OCCS2)cc1OC (stereo not given)
    21	1.1	-7	-5	0	-2	-3	-3	1
CC1CN(CC(O)COCc2ccc3c(c2)OCO3)CC(C)O1 (stereo not given)
    15	1.3	-9	-32	1	-7	-2	0	1.1
CCc1noc(C)c1C(=O)Nc1cccc(S(=O)(=O)N2CCCCCC2)c1
    6	1	-3	-2	1	-12	2	22	1.1
Cc1ccccc1CNC(=O)CCC(=O)N1CCOc2ccccc21
    9	0.83	-3	17	2	0	-1	-3	1
